# KKLEB tox: CF airway cell cytotoxicity counter-screen | KKLEB CF airway cells viability, ATPlite luminescence, overnight; hits give low values; cells stimulated with P. aeruginosa culture filtrate | activity change (cytotoxicity), % at 5 µM | actives 0.36% (n = 360,000) | AID 602141;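 active = corrected activity change at or below -50% at 5 µM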
# LMP1 NFkB inh: inhibitors of Epstein-Barr LMP1-induced NF-kappaB reporter. actives 0.69% (n = 350,000). LMP1-induced NF-kappaB luciferase reporter cells, luminescence. inhibition, % at 12.5 µM; in the data active = inhibition above about 41%;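 also: 0% = neutral control wells and 100% = reference inhibitor control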
# NR2F2 inh: blocks human COUP-TFII nuclear receptor; P24468; HEK293T NGFI-A luciferase reporter, luminescence; inhibition, % at 8.6 µM; actives 0.7% (n = 370,000); AID 686940;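 active = inhibition above a per-plate cutoff, mean inhibition of test wells between control levels plus 3 SD, cut at about 38% in these data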;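 also: cells cotransfected with COUP-TFII expression vector driving the NGFI-A reporter; 0% = median of COUP-TF2 test wells and 100% = reporter-only cells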
# NCOA1 inh: inhibits human SRC1 coactivator. Q15788. HEK293 GAL4-SRC1 luciferase reporter, luminescence. inhibition, % at 3.6 µM. actives 0.12% (n = 360,000). AID 588354;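 active = inhibition above the campaign mean plus 3 SD, with each screening campaign given its own cutoff, cut at about 60% in these data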;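 also: 0% = DMSO treated cells and 100% = gossypol at 36 µM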
# SRC3 inh: human NCOA3 inhibition | actives 0.17% (n = 360,000) | inhibition, % at 3.6 µM | HEK293 GAL4-SRC3 luciferase reporter, luminescence;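 active = inhibition above a per-campaign cutoff, the mean of all compounds plus 3 SD, cut at about 60% in these data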;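 also: 0% = DMSO-treated cells and 100% = gossypol-treated cells at 36 µM; higher means less SRC3-driven luciferase light from the GAL4 reporter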
# Target sequence (Q9Y6Q9 whole entry, looked up, the tested form may be a part): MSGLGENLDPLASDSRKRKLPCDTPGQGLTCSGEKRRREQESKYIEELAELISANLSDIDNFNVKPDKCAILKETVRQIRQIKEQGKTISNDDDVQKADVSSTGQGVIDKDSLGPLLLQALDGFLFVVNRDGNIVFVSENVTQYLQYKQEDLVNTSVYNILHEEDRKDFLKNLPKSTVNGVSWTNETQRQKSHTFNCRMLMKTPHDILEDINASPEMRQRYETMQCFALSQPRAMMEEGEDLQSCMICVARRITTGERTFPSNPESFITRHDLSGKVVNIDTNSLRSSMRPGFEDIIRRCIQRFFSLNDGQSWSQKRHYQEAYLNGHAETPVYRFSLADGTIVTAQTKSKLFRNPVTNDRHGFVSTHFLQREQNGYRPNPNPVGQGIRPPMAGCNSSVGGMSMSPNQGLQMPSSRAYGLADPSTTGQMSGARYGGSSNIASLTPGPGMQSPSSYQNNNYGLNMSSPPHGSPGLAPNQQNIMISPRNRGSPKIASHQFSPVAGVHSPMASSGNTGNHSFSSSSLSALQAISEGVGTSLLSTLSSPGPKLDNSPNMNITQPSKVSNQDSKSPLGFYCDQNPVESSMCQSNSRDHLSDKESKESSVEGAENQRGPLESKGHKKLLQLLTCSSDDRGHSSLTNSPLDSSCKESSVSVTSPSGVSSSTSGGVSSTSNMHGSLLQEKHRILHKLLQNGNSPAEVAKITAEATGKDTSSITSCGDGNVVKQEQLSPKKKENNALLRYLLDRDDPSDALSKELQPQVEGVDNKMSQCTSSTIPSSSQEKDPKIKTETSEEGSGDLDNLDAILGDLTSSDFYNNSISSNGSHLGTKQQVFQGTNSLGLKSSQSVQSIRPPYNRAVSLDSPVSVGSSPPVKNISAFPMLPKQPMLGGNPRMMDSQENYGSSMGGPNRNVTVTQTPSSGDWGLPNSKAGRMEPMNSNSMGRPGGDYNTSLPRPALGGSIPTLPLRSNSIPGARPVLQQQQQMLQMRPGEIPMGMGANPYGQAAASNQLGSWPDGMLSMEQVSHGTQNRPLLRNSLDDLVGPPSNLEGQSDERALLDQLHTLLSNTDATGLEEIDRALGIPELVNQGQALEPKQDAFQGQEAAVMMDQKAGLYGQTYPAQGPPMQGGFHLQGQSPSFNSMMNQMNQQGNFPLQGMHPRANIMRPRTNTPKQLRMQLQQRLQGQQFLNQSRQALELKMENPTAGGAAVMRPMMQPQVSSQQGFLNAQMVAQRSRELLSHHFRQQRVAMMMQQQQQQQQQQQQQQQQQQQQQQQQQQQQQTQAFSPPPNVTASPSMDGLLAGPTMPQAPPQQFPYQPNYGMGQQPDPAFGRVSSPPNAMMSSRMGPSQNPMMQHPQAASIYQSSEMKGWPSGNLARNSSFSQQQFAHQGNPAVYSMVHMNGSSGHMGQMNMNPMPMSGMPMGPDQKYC
# TROY NFkB inh: inhibitors of TROY-dependent NF-kB signaling | Q293 LMP1-TROYcd NF-kB luciferase reporter, 4 h | inhibition, % at 10 µM | actives 0.98% (n = 360,000) | AID 1347056;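 active = compounds whose plate-normalised and pattern-corrected inhibition of the luciferase reporter signal at the single screening dose is 50% or more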
# NR5A2 inv ag: NR5A2 inverse agonism in reporter assay | O00482 | HEK293T StAR-luciferase reporter, LRH-1 transfected, 24 h | inhibition, % at 3.6 µM | actives 0.13% (n = 360,000) | AID 602396;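 active = inhibition above the mean inhibition of all tested compounds plus 3 SD, cut at about 73% in these data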;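 also: 0% = DMSO wells and 100% = reporter-only cells lacking LRH-1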
# Shn3 3UTR inh: reduces Shn3 3'UTR luciferase signal in osteoblasts; AID 588674; Clone20 osteoblast Shn3 3'UTR firefly luciferase, 24 h; actives 0.52% (n = 360,000); inhibition, % at 12.5 µM;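 active = mean inhibition of at least 75% with every replicate also reaching 75%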;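 also: 0% = median of neutral control wells and 100% = pilot-screen positive control compound; some compounds past the cut are filed as inactive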
# CF NFkB inh: inhibitors of cystic fibrosis induced NF-kB. KKLEB NF-kB-GFP reporter, PAF-induced, GFP fluorescence overnight. inhibition, % at 5 µM. actives 0.86% (n = 360,000);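 active = at least 50% inhibition at 5 µM, scaled per plate between neutral and stimulator controls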;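 also: PAF is a Pseudomonas aeruginosa culture filtrate used as stimulus; plate controls were PAF-stimulated DMSO wells for no effect and unstimulated DMSO wells for full effect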
# C8 TRAIL sens: caspase-8 TRAIL sensitization. AID 624354. inhibition (viability loss, TRAIL sensitization), % at 10 µM. NB7+C8 cells + TRAIL, ATPlite viability luminescence. actives 1% (n = 360,000);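 active = compounds causing at least 50% loss of cell viability in the single-dose screen, relative to plate controls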
# TWEAK-Fn14 inh: TWEAK-Fn14 signaling inhibition | AID 1159606 | TWEAK-stimulated Fn14 reporter cells, luciferase luminescence, 8 h | actives 2% (n = 360,000) | inhibition, % at 10 µM; in the data active = inhibition above about 50%
# Active calls of the source: *; nt = no result given. Some of the compounds tested; count on the stated rates, not on these rows.
structure	NR2F2 inh	TWEAK-Fn14 inh	TROY NFkB inh	Shn3 3UTR inh	NR5A2 inv ag	C8 TRAIL sens	SRC3 inh	NCOA1 inh	CF NFkB inh	KKLEB tox	LMP1 NFkB inh
O=C(Nc1nc(-c2ccc(Cl)cc2)cs1)c1cccnc1	8	12	0	2	-10	-8	6	-1	-14	14	3
COCCN(Cc1cc2cc3c(cc2n2nnnc12)OCO3)C(=O)c1ccccc1F	-1	-22	2	-23	-8	9	2	-3	-9	-6	-10
CCCn1c2ccccc2c2cn[nH]c(=O)c21	-16	23	6	8	3	-13	12	5	18	7	12
CC(C)c1ccc(C2NC(=S)NC3=C2C(=O)CCC3)cc1 (stereo not drawn)	13	-3	15	-2	-22	-2	13	-13	-2	5	2
COc1ccccc1NC(=O)Nc1nc(CC(=O)Nc2ccc(F)cc2)cs1	11	0	16	-14	-16	33	1	-7	1	0	-3
COC(=O)c1ccccc1S(=O)(=O)N1CCC(C(=O)OCc2ccc([N+](=O)[O-])cc2)CC1	17	-2	22	9	5	-9	-4	-8	2	-8	9
Nc1ccc(Cc2ccccn2)cc1	10	-13	-5	-1	-16	-2	-7	7	-16	-1	7
COc1cccc(CNCC(O)COc2ccc(C(=O)c3ccccc3)cc2)c1 (stereo not drawn)	-11	17	10	23	11	-12	13	-24	8	-4	1
O=C(Cn1nc2ccccc2n1)N/N=C/c1cc(Cl)cc([N+](=O)[O-])c1O	-12	13	11	7	3	19	0	-8	34	4	-13
c1ccc2c3c([nH]c2c1)C1(CCCCC1)NCC3	-1	-6	-21	2	-7	-8	-2	-16	-1	-1	-5
Nn1cnnc1N/N=C/c1cc([N+](=O)[O-])c(Cl)cc1Cl	-1	10	1	-12	14	6	-6	9	2	-1	0
Cc1ccc(S(=O)(=O)NNC(=O)c2ccncc2)cc1	5	-7	-7	10	-21	-13	14	2	0	1	-1
Cc1ccc(C(=O)OCC(=O)c2c[nH]c3ccccc23)cc1	-35	-17	-33	-37	-70	0	-55	-69	-6	0	-11
Cc1cccc(Oc2nc(CN3CCOCC3)nc3sc4c(c23)CCCC4)c1	5	-17	9	14	18	32	11	7	9	-13	7
CN(C(=O)c1coc(=O)c2ccccc12)c1ccc(Br)cc1	-17	-6	6	-23	12	-5	-7	-7	10	6	1
N#CC(C#N)=C1SC(=Nc2ccccc2)C(=Nc2ccccc2)N1c1ccccc1	-52	27	-55	37	-85	92*	-53	-41	67*	-42	-4
COC(=O)CCn1nnc(-c2ccc(C)cc2)n1	-8	-12	-25	-20	4	0	-11	-11	-4	0	-3
CCCCC(=O)Nc1ncc([N+](=O)[O-])s1	-3	10	-13	-20	-26	-2	-5	-1	-4	7	-4
COc1ccc2c(c1)CCc1cnoc1-2	3	16	4	-19	-3	-3	6	17	17	10	-8
CCn1nc(C(=O)Nc2ccccc2N2CCCC2)c2ccccc2c1=O	16	-16	1	5	13	20	-2	2	18	-11	20
N/C(=N\OC(=O)COc1ccc2ccccc2c1)c1cccnc1	-18	-7	15	5	3	-2	-15	-15	-2	8	2
CCOc1ccc(S(=O)(=O)N(CC(=O)NCc2ccncc2)c2ccc(C)cc2)cc1	2	28	6	2	-3	-4	-12	16	-6	2	-7
COc1ccc(OCC(=O)O/N=C(\N)Cc2ccc(Cl)cc2Cl)cc1	20	-1	3	5	25	-9	-15	-23	20	-5	1
Cc1ccn2cc(C(=O)Nc3ccccc3N3CCOCC3)nc2c1	-15	-19	-16	-43	27	8	6	-25	-9	-4	-8
CSc1nnc(-c2nnc(SC)n2-c2ccccc2)n1-c1ccccc1	-8	-3	8	-6	17	6	2	6	-1	-2	-2
O=C(Cc1ccc(NC(=O)C2CCCN(C(=O)C3CC3)C2)cc1)Nc1cccc(C(=O)N2CCCC2)c1 (stereo not drawn)	-24	-11	-17	0	24	-17	0	-7	-3	-3	6
C1=C(c2ccco2)N2CCN=C2S1	14	18	7	4	-4	13	-8	4	-22	-8	2
CC1CN(C(=O)COC(=O)c2cccc(NS(=O)(=O)c3ccccc3)c2)CC(C)O1 (stereo not drawn)	-2	3	14	-7	5	11	10	-13	-49	-6	-1
C=C(C)Cn1c(N2CCC(Cc3ccccc3)CC2)nc2c1c(=O)[nH]c(=O)n2C	14	-23	13	1	18	-5	12	-5	14	-6	-1
CC(=O)Nc1cc(S(=O)(=O)C(F)(F)F)ccc1Cl	-6	-8	-19	-10	-2	3	-16	-29	2	-9	10
COC(=O)c1cccc(N2CCCC2=O)c1	-2	-8	10	0	-5	-3	11	20	-6	-3	-5
O=C(Nc1ccc(S(=O)(=O)NC2=NCCCCC2)cc1)c1ccc(=O)[nH]c1	11	-8	0	13	5	-4	-3	-32	-9	2	-3
COc1ccc(CNc2nc3nc(C)cc(C)n3n2)cc1OC	0	10	-6	9	-9	-7	-16	-33	5	7	-30
COc1ccc(Cc2cc(NCc3ccccc3)c3ncn(C(C)C)c3c2)cc1	-4	13	-13	16	-7	14	-20	-17	21	-14	-18
COc1ccc(OC)c(C2C3=C(N=c4s/c(=C\c5cccc(O)c5)c(=O)n42)c2ccccc2CC3)c1 (stereo not drawn)	4	28	-4	8	-1	20	11	-9	23	-4	4
CCc1ccc2c(c1)cc(CN(C(=S)Nc1ccccc1Cl)C1CC1)c1nnnn12	3	-46	12	26	-9	-5	3	-27	32	-22	-7
CCc1[nH]c(C(=O)O)c(C)c1C(=O)OC	-5	-20	-4	-6	-10	10	2	0	1	6	3
N=c1c(S(=O)(=O)c2ccccc2)cc2c(=O)n3ccccc3nc2n1C1CCCC1	0	-21	-4	15	9	-9	0	0	41	-20	-5
O=C(CN(Cc1cccs1)C(=O)CN1C(=O)COc2ccccc21)NCc1ccco1	-2	5	0	-6	14	-4	16	-30	-10	-4	-2
O=C(COC(=O)C1CCN(c2ccc(C(F)(F)F)cn2)CC1)NCc1ccc(Cl)cc1Cl	3	-18	-13	1	9	7	3	-4	-10	4	-3
CC(=O)Nc1ccc(NC(=O)C(C)OC(=O)CCC2CCCCC2)cc1 (stereo not drawn)	-2	4	-2	-5	-9	1	11	0	2	13	10
N#CC1(NC(=O)COC(=O)c2cc([N+](=O)[O-])ccc2N2CCOCC2)CCCCC1	2	0	0	-3	-10	3	3	0	20	-15	-3
O=C(COc1ccc2c(C(F)(F)F)cc(=O)oc2c1)Nc1ccc(N2CCOCC2)cc1	-17	-23	-4	7	-9	-1	14	-21	-3	-16	7
O=C(OCc1cn([C@@H]2C[C@H](c3ccc(Cl)cc3)N(C(=O)C3CCCCC3)C[C@H]2O)nn1)c1ccccc1	-5	21	20	-19	-4	35	-18	5	-38	-22	-3
Cc1ccc(CN2CCN(/N=C/c3ccc(Cl)c([N+](=O)[O-])c3)CC2)cc1	13	-8	-3	17	36	0	4	-10	2	-6	4
COC(=O)c1sccc1NC(=O)c1ccc(OC)c(OC)c1	11	-1	-12	11	0	-13	8	8	14	-1	11
Nc1nc2ccccc2cc1-c1cccs1	-16	-29	-79	-57	-128	7	-83	-68	-7	-4	-13
COc1cc(C)nn1-c1ccc(Cl)cc1	-10	16	3	2	13	-22	-2	-5	3	4	-1
Cc1ccc2c(c1)C(c1ccccc1)N(C(=O)c1c(F)cccc1Cl)CC(=O)N2 (stereo not drawn)	-7	16	16	9	21	6	2	19	6	6	-2
Cc1ccccc1Nc1c([N+](=O)[O-])ccc2nonc12	-2	-13	-8	-1	24	5	3	5	12	-6	1

# (continued)
structure	NR2F2 inh	TWEAK-Fn14 inh	TROY NFkB inh	Shn3 3UTR inh	NR5A2 inv ag	C8 TRAIL sens	SRC3 inh	NCOA1 inh	CF NFkB inh	KKLEB tox	LMP1 NFkB inh
CC(C)(C)C(=O)Nc1cccc(-c2ncon2)c1	-16	15	10	11	7	-14	6	-1	8	-6	2
CC(C)(C)C(=O)/C(=C/c1ccncc1)n1cncn1	26	83*	51*	98*	52	-13	63*	54	75*	-10	38
Cc1ccc(CNC(=O)C2CCN(C(=O)Nc3ccc(C)cc3)CC2)cc1	1	6	-9	1	6	5	15	16	-1	12	0
COc1cc(NC(=O)C(C)Oc2ccccc2)c(OC)cc1NC(=O)c1ccccc1 (stereo not drawn)	nt	-22	-8	0	-3	20	9	-20	1	-8	7
CC(C)n1cc(C(=O)c2cc(Br)ccc2O)cc(C#N)c1=O	-5	14	0	4	2	-1	4	-4	13	-5	11
CCc1ccccc1NC(=O)Cn1nnc(-c2cccs2)n1	-3	-4	-5	1	14	-3	4	1	-9	8	4
c1ccc(COc2ncnc3c2ncn3CCCNC2CCN(Cc3ccccc3)CC2)cc1	-8	-27	-16	1	20	3	17	10	33	-27	-35
COc1ccc(C(=O)NNC(=O)C(=O)Nc2ccc(C)c(Cl)c2)cc1	-6	5	15	-2	9	2	19	32	30	-10	14
CC(C)CCN1CC(C(=O)NCc2ccc(F)cc2)CC1=O (stereo not drawn)	2	-2	-1	13	0	7	-8	9	-2	4	0
COCCOCCOCCC(=O)NC1CC2CCC1(C)C2(C)C (stereo not drawn)	2	11	7	7	0	-1	-4	-4	-16	3	5
COc1cc(C(C(=O)NC2CCCC2)N(C(=O)c2snc(C(N)=O)c2N)C2CCCC2)cc(OC)c1OC (stereo not drawn)	-17	6	2	0	-6	1	-23	-5	-12	6	9
Cc1c(C(=O)N2CCCC2)c(S(=O)(=O)N2CCN(c3ccccc3F)CC2)c(C)n1C	-16	-2	-9	-3	-9	18	-23	-33	-9	3	2
O=C(CNc1ccccc1)Nc1ccc(F)cc1	-55	-15	-93	-100	-56	3	-54	-94	-6	4	-18
CC(C(=O)Nc1ccc(F)c(F)c1F)N(C)Cc1cccs1 (stereo not drawn)	10	8	-22	-11	20	-6	-8	-8	3	-3	-2
CC(=O)N1CCN(C(=O)COC(=O)/C=C/c2ccccc2[N+](=O)[O-])CC1	-1	8	-4	0	-13	-4	-13	-9	7	-6	6
c1ccc2c(c1)NC(CN1CCOCC1)CO2 (stereo not drawn)	18	-11	-44	-3	-5	4	4	5	9	3	-12
O=C(O)C1CC=CCC1C(=O)Nc1ccc(N2CCN(Cc3ccccc3)CC2)cc1 (stereo not drawn)	1	12	-6	6	6	0	-7	10	-5	-11	6
O=C(C1CCN(S(=O)(=O)c2cccc3nsnc23)CC1)N1CCc2ccccc21	18	-1	-9	8	-22	-1	-22	5	9	-2	-1
COc1ccc(NC(=O)c2c(C)cc(=O)oc2C)c(OC)c1	-1	-3	-27	19	-8	-5	5	-15	-4	4	-1
CC(C)C(NC(=O)c1cccs1)c1nnc(SCC(=O)Nc2nccs2)n1C (stereo not drawn)	12	-5	10	-28	-12	-3	-13	-4	10	-4	-7
COC(=O)c1cc(S(=O)(=O)NCc2ccccc2Cl)c[nH]1	nt	-8	-3	-11	-7	-4	6	14	-13	-3	7
COc1cccc(OC)c1C(=O)NC(=S)N1CCOCC1	-21	-3	-8	-7	8	-5	7	0	10	9	5
